Screens: PubChem BioAssay, several laboratories
5HT1a antag: human 5-HT1a receptor antagonists, primary screen, cell-based, CHO, Ga15 NFAT-bla reporter; 5-hydroxytryptamine receptor 1A (Homo sapiens), P08908; CHO 5-HT1a Ga15 NFAT-bla reporter, antagonist mode; inhibition, % at 10 µM; 0.68% of 62,000 active;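 active = inhibition above the mean of all tested compounds plus 3 SD, cut at about 43% in these data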;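 also: receptor stimulated by 5-CT agonist at 100 nM near EC80; beta-lactamase reporter measured by ratiometric fluorescence of a cleavable substrate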
HTR1E antagonist: 5-HT1E receptor antagonists, primary screen, cell-based, HTS; AID 571, 2007; inhibition, % at 6 µM; 5-hydroxytryptamine receptor 1E (Homo sapiens), P28566; CHO 5-HT1E Ga15 NFAT-bla reporter, FRET, antagonist; 0.99% of 65,000 active;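 active = inhibition above a set limit, the mean inhibition across every tested compound plus 3 SD, cut at about 29% in these data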;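 also: signal is the 460 over 535 nm emission ratio of beta-lactamase substrate; 0% = agonist plus DMSO wells and 100% = wells without agonist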
Target sequence (P28566 whole entry, looked up): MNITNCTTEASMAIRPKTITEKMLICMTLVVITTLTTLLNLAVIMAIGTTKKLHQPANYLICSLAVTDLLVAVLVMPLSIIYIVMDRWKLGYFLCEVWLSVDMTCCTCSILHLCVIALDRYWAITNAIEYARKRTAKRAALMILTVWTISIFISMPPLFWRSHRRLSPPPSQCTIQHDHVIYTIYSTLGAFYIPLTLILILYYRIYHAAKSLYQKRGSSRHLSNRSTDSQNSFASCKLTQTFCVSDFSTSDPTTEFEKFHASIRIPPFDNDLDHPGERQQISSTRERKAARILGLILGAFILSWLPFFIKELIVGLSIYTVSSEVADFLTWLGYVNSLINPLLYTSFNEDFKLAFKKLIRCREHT
MMP-13 inhibitor: human MMP13 inhibitors, primary screen, biochemical, FRET peptide cleavage; Collagenase 3 (Homo sapiens), P45452; MMP-13 fTHP FRET cleavage, Mca fluorescence; inhibition, % at 4 µM; 0.07% of 65,000 active;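 active = inhibition above the mean of compound-free control plate wells plus 3 SD, cut at about 14% in these data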;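 also: 0% = DMSO wells and 100% = wells with reference MMP-13 inhibitor after basal subtraction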
S1P1 ag pot: S1P1 agonists and agonism potentiators, primary screen, cell-based, primary and confirmation screens, CRE-bla reporter; Sphingosine 1-phosphate receptor 1 (Homo sapiens), P21453; S1P1 CRE-bla cells, forskolin, beta-lactamase FRET, potentiator mode; S1P1 agonist co-added at EC20, 2 nM; 100% = saturating reference agonist, 0% = basal; activation, % at 9.5 µM; 0.57% of 56,000 active; AID 449, 2006;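 active = activation above a cutoff set at the mean activation of all tested compounds plus 3 SD, cut at about 54% in these data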;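 also: forskolin at 4 µM as EC80 and the EC20 agonist is SEW2871; 100% = SEW2871 at its EC100 plus forskolin at EC80; some compounds past the cut are filed as inactive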
HER2 expr 66K: inhibitors of Her2 protein expression, primary screen, SKBR-3 cells, AlphaScreen, 66K library; HER2 level % of control, % at 10 µM; SKBR-3 HER2 protein level, 18-24 h; hits give low values; 0.69% of 65,000 active; AID 645, 2007;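 active = HER2 level under 5% of the carrier-only control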;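 also: 100% = DMSO carrier and 0% = 500 nM PU-H71 HSP90 inhibitor; lower value means stronger loss of Her2 protein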
A340 absorber: compound light absorbance at 340 nm, profiling panel, artefact control, biochemical, MLSMR library, data from PS, PMK, MK assays. fold change at 10 µM. 65,000 tested, under 10 active. compound absorbance at 340 nm, fold over control;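 active = at 10 µM dose, initial 340 nm absorbance at least 2 fold that of control wells; inactive = change under 2 fold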;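 also: initial absorbance extrapolated from kinetic A340 decline of NADH oxidation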
S1P3 agonist: human S1P3 receptor agonists, primary screen, cell-based, primary and confirmation, NFAT-BLA reporter; S1P3 NFAT-BLA reporter cells, agonism, FRET ratio; relative to 1 µM S1P, basal subtracted; 0.1% of 60,000 active; activation, % at 4.5 µM; Sphingosine 1-phosphate receptor 3 (Homo sapiens), Q99500; AID 373, 2006;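 active = activation above the screen-wide mean plus 3 SD, cut at about 4.5% in these data, passing the limit was not always enough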; also: some compounds called inactive have numbers as strong as hits
Target sequence (Q99500 whole entry, looked up): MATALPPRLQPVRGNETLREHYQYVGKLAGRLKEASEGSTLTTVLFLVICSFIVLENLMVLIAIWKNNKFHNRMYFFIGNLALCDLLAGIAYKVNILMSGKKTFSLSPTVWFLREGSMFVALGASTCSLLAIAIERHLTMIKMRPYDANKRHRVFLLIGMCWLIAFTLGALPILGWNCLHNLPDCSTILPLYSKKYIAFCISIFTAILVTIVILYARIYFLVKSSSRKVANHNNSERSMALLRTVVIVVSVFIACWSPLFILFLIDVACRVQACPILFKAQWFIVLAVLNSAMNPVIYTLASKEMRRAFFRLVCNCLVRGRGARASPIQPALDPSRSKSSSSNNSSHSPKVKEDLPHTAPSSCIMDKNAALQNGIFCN
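Assay system: CHO cells stably expressing human S1P3, Gα16 and NFAT-β-lactamase reporter. Timing: overnight plating, 4 h compound 37 °C, 2 h substrate RT. Signal: β-lactamase FRET emission ratio 460/535 nm. Measure: percent activation versus median 1 µM S1P response, basal-subtracted, per plate. Repeats: primary screen single test, confirmation screen in triplicate.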
Fluor 339 460: intrinsic fluorescence of library compounds, ex339/em460 – biochemical, MLSMR library, data from DPM-DC assay, artefact control, profiling panel; compound autofluorescence, ex339/em460 nm, NADH buffer; hits give high values; 1 = no-compound wells, NADH background; fluorescence fold increase at 10 µM; 5.5% of 65,000 active;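 active = at 10 µM, mean starting fluorescence two-fold or more over control wells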;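 also: signal is the first read of a kinetic run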
HTR1E agonist: 5-HT1E receptor agonists, primary screen, cell-based, HTS. 5-hydroxytryptamine receptor 1E (Homo sapiens), P28566. CHO 5-HT1E Ga15 NFAT-bla reporter, FRET; 0% DMSO wells, 100% control agonist wells. activation, % at 6 µM. 0.69% of 65,000 active. AID 574, 2007;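 active = activation above a set limit, the screen-wide mean activation plus 3 SD, cut at about 8.5% in these data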;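 also: 100% = positive control agonist at 1 µM giving full maximal response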
Active calls of the source: *; i = inactive; · = not tested or not shown; [ ] = dose if it differs, or a comment.

SMILES	5HT1a antag	HTR1E antagonist	MMP-13 inhibitor	S1P1 ag pot	HER2 expr 66K	A340 absorber	S1P3 agonist	Fluor 339 460	HTR1E agonist
COc1ccc(CCN2C(=O)CC(N3CCN(c4ccccn4)CC3)C2=O)cc1OC (configuration not stated)	3.7	3.4	-2.6	-2.7	95.9	1.06	-0.8	1.12	0.0
CCc1cc2c(=O)c(-n3cnc4ccccc43)coc2cc1O	-7.8	5.2	-10.1	26.7	92.5	1.12	-0.4	4.22*	0.5
Cc1cccc(Nc2ccccc2C(=O)OCC(=O)N2CCOCC2)c1C	3.3	10.3	-1.0	-5.4	101.6	1.01	-0.6	1.2	-0.9
COC(=O)c1ccc(-n2nnnc2SCC(=O)Nc2cc(OC)ccc2OC)cc1	9.2	-2.9	4.3	12.4	103.5	1.04	-0.4	1.14	0.0
CCC(=O)Nc1c2c(nn1-c1ccc(C)cc1C)CSC2	1.6	3.8	2.2	-25.9	76.4	0.97	0.3	1.01	-0.2
CCOc1ccccc1NC(=O)CN(Cc1ccccc1)S(C)(=O)=O	8.0	-4.4	0.4	-1.0	119.3	1.01	-0.7	1.05	1.9
O=C(CCS(=O)(=O)c1ccc(Br)s1)NCc1ccc2c(c1)OCO2	-8.1	-9.0	0.8	-21.8	85.6	1	-0.5	1.1	-0.1
O=C(NCC1CCC(C(=O)O)CC1)c1cccnc1 (configuration not stated)	-7.0	3.9	-2.6	7.3	94.1	1.02	-0.5	1.03	-1.3
CCOC(=O)c1cccc(NC(=O)N[C@@H](C)C(=O)OC)c1	-11.9	5.9	3.9	-24.8	83.0	0.99	-0.3	1.1	-0.5
CCOC(=O)C1CCN(C(c2ccc(OC)c(OC)c2)c2sc3nc(C)nn3c2O)CC1 (configuration not stated)	-0.6	6.9	-0.6	-9.9	61.8	1.09	-1.4	1.11	0.7
COC(=O)c1ccc(C2c3c(oc4ccc(F)cc4c3=O)C(=O)N2CCO)cc1 (configuration not stated)	4.3	2.7	-7.2	-3.4	95.4	0.99	-1.4	0.97	0.4
Cc1cc(C(=O)NCc2cccs2)c(C)o1	-5.9	-3.4	-5.2	2.5	88.8	1.04	0.2	1.05	-0.1
Cc1cc(NC(=O)CSc2nnc(C)c(=O)[nH]2)no1	-5.4	7.1	5.7	10.3	90.3	1.05	-1.6	1.09	0.2
CCn1c(=N)c(C(=O)NCc2cccnc2)cc2c(=O)n3cccc(C)c3nc21	-16.3	-3.3	i[fluorescence artefact?]	-18.6	50.2	0.99	1.2	3.66*	1.6
COC(=O)c1cccc(C(=O)Nc2ccc(C)cc2Br)n1	12.3	3.7	-1.9	-2.0	84.4	1	-0.5	1.05	-0.3
CC(C)Oc1ccc(C2c3c(oc4ccccc4c3=O)C(=O)N2CCCN2CCOCC2)cc1 (configuration not stated)	-1.4	-0.2	-3.7	-15.3	67.8	1.04	-1.0	1.12	0.2
CCN1CCN(CC(O)COc2ccc(C)c(C)c2)CC1 (configuration not stated)	3.9	2.1	-9.4	-10.3	103.9	1.01	0.2	1.03	-1.0
CC(C)C(=O)N(Cc1ccc2c(c1)OCO2)Cc1ccccn1	8.8	-9.9	1.8	·	30.0	0.99	·	1.06	-0.8
CCOc1ccc2c(c1)cc(CN(C(=O)CC)C1CCCCC1)c1nnnn12	23.3	9.5	0.8	·	59.0	0.98	·	1.21	-0.2
Cc1ccc(-n2ncc3c2ncn2c(C)nnc32)cc1C	-8.4	-0.4	-11.0	-7.3	214.5	1.02	0.1	1.42	0.2

Next section; it opens with the two that closed the last part.
SMILES	5HT1a antag	HTR1E antagonist	MMP-13 inhibitor	S1P1 ag pot	HER2 expr 66K	A340 absorber	S1P3 agonist	Fluor 339 460	HTR1E agonist
CCOc1ccc2c(c1)cc(CN(C(=O)CC)C1CCCCC1)c1nnnn12	23.3	9.5	0.8	·	59.0	0.98	·	1.21	-0.2
Cc1ccc(-n2ncc3c2ncn2c(C)nnc32)cc1C	-8.4	-0.4	-11.0	-7.3	214.5	1.02	0.1	1.42	0.2
CCOC(=O)C1=C(N2CCCCC2)c2cc3c(n2C1=O)CCCC3	5.3	3.7	3.2	-1.5	74.0	1.14	-0.9	0.99	-0.5
CCC(=O)N(Cc1cc2cc(OC)ccc2[nH]c1=O)c1cccc(C)c1	-5.6	-9.4	-27.0	1.2	103.3	1.03	-0.8	3*	0.7
CCOC(=O)c1c(-c2ccccc2)oc2ccc(O)c(CN3CCOCC3)c12	9.3	2.1	-1.9	·	110.2	1.14	-0.6	1.22	0.5
CCOC(=O)Cn1nnnc1CN(Cc1ccc(OC)cc1)Cc1cc2cc(C)cc(C)c2[nH]c1=O	-2.5	-21.5	-1.5	-10.6	112.2	1.01	-1.2	1.23	0.4
C/C(N)=C(/C#N)C(=O)CSc1nnnn1-c1ccc(C)cc1	11.3	-3.7	9.0	18.0	91.3	1	-0.9	0.99	-0.3
CCS(=O)(=O)Nc1cc(-c2nc3cccnc3s2)ccc1C	4.7	1.7	-10.8	1.4	87.5	1.08	-1.0	1.75	0.9
Nc1c(C(=O)OCC2CCCO2)c2nc3ccccc3nc2n1-c1ccc2c(c1)OCCO2 (configuration not stated)	-7.5	-1.0	-43.2[fluorescence artefact?]	-14.9	69.3	1.13	-0.2	1.93	0.3
[O-][N+]1=C2CCC/C(=N\O)C2=NC12CCCCC2	-9.0	-3.2	0.5	-9.4	98.5	1.03	-0.6	1.11	0.2
CCc1c(C)c2cc(Cl)c(O)c(CN3CCCCC3)c2oc1=O	·	-15.5	i[fluorescence artefact?]	8.9	127.8	1.07	-0.6	2.33*	1.2
CCOCCCNc1nc(=S)[nH]c2cc(OC)c(OC)cc12	-4.4	4.1	1.7	-6.3	75.2	1.06	-0.6	1.18	-0.6
O=C(CSc1nnc(COc2ccccc2)o1)NCCc1ccccc1	-9.6	-6.4	-2.2	-4.2	106.7	1.03	-0.1	0.92	-0.3
CCCn1c2c(c(O)c(C(=O)Nc3nccs3)c1=O)CCCC2	3.1	6.2	-0.3	-1.8	46.9	1.06	-1.2	1.1	0.2
CC(=O)Nc1c(C(=O)O)[nH]c2ccccc12	10.8	0.8	-1.9	-18.4	112.1	0.98	-0.6	1.01	-1.4
CCCn1c(SCC(=O)NCCc2ccccc2)nnc1-c1cccnc1	-16.6	-14.8	-0.1	-5.5	103.8	1.02	-0.5	1.13	-1.5
CCOc1cc2[nH]c(=O)n(CCCN3CCCC3=O)c(=O)c2cc1OCC	13.5	-5.0	-19.9	-9.6	118.5	1.02	-0.6	2.28*	-0.3
O=C(Nc1ccccc1)N1CCn2c1nc1ccccc12	20.7	-10.3	-0.3	-1.0	45.9	1.05	0.3	1.05	0.1
CC(C)(C)C1=C[C@@H](CO)C[C@@H](CO)C1	7.8	4.6	1.8	0.4	108.0	0.97	-0.6	0.97	-1.7
Cc1cc(S(=O)(=O)NC2CCCC2)ccc1F	-3.8	-1.6	1.1	-14.4	72.4	1.01	-0.5	1.11	1.1
O=C(C(Cc1ccccc1)n1cccc1)N1CCCCC1 (configuration not stated)	12.1	7.0	-3.1	0.0	82.6	1.06	-1.2	1.11	-0.5
COC(=O)c1[nH]c(C)c(/C(O)=C2\C(=O)C(=O)N(CCN(C)C)C2c2ccco2)c1C (configuration not stated)	7.6	-7.3	-3.6	-1.7	74.7	1.12	0.7	1.05	0.3
CC1CCCCN1Cc1nc2c(c(=O)n(C)c(=O)n2C)n1CCc1ccccc1 (configuration not stated)	10.6	-13.1	3.7	-16.3	88.6	0.98	0.5	1.1	0.1
CCOc1ccc(OCC)c(NC(=O)c2ccc(CNc3c(N4CCOCC4)c(=O)c3=O)cc2)c1	-3.9	-0.4	-0.7	-13.5	77.7	1.01	0.4	1.09	-0.1
Cc1noc(C)c1CSCC(=O)OCC(=O)Nc1sccc1C#N	-2.3	-12.8	-1.4	5.8	100.7	1.03	-0.9	1.08	-0.4
O=C(O)CC1SC(=O)N(Cc2ccccc2)C1=O (configuration not stated)	-6.6	-17.3	1.7	-11.8	79.9	1.03	-1.6	1.24	-0.1
COc1cccc(N2C(=O)CC(N3CCC(c4nc5ccccc5[nH]4)CC3)C2=O)c1 (configuration not stated)	-2.0	22.4	0.5	3.6	90.0	1.04	-0.8	0.93	-0.2
Cn1c(=O)c2c(nc(CN3CCC(C(N)=O)CC3)n2Cc2c(Cl)cccc2Cl)n(C)c1=O	3.8	5.0	4.1	-0.8	85.8	0.97	-0.4	1.09	0.0
Cn1c(CCNC(=O)c2ccccc2F)nnc1SCc1nc2ccccc2c(=O)[nH]1	-20.6	-7.5	1.1	·	65.6	1.01	-0.7	1.12	-0.1

Grouped by structure: those above with an NH in an aromatic ring
SMILES	5HT1a antag	HTR1E antagonist	MMP-13 inhibitor	S1P1 ag pot	HER2 expr 66K	A340 absorber	S1P3 agonist	Fluor 339 460	HTR1E agonist
Cc1cc(NC(=O)CSc2nnc(C)c(=O)[nH]2)no1	-5.4	7.1	5.7	10.3	90.3	1.05	-1.6	1.09	0.2
CCC(=O)N(Cc1cc2cc(OC)ccc2[nH]c1=O)c1cccc(C)c1	-5.6	-9.4	-27.0	1.2	103.3	1.03	-0.8	3*	0.7
CCOC(=O)Cn1nnnc1CN(Cc1ccc(OC)cc1)Cc1cc2cc(C)cc(C)c2[nH]c1=O	-2.5	-21.5	-1.5	-10.6	112.2	1.01	-1.2	1.23	0.4
CCOCCCNc1nc(=S)[nH]c2cc(OC)c(OC)cc12	-4.4	4.1	1.7	-6.3	75.2	1.06	-0.6	1.18	-0.6
CC(=O)Nc1c(C(=O)O)[nH]c2ccccc12	10.8	0.8	-1.9	-18.4	112.1	0.98	-0.6	1.01	-1.4
CCOc1cc2[nH]c(=O)n(CCCN3CCCC3=O)c(=O)c2cc1OCC	13.5	-5.0	-19.9	-9.6	118.5	1.02	-0.6	2.28*	-0.3
COC(=O)c1[nH]c(C)c(/C(O)=C2\C(=O)C(=O)N(CCN(C)C)C2c2ccco2)c1C (configuration not stated)	7.6	-7.3	-3.6	-1.7	74.7	1.12	0.7	1.05	0.3
COc1cccc(N2C(=O)CC(N3CCC(c4nc5ccccc5[nH]4)CC3)C2=O)c1 (configuration not stated)	-2.0	22.4	0.5	3.6	90.0	1.04	-0.8	0.93	-0.2
Cn1c(CCNC(=O)c2ccccc2F)nnc1SCc1nc2ccccc2c(=O)[nH]1	-20.6	-7.5	1.1	·	65.6	1.01	-0.7	1.12	-0.1
